High-throughput results as filed in PubChem BioAssay.
SSB-PriA inh = blocks PriA binding to SSB C-terminal tail; AlphaScreen SSBct-PriA binding, biotinylated peptide; inhibition, % at 33 µM; hit rate 0.6% among 430,000; AID 1272365; in the data active = inhibition mostly above about 37%, no sharp cut-off; inactive = mostly below about 20%;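 note: plate controls were negative control peptide for no effect and reference peptide for full effect; strong numbers were not always called active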
SARS 3CLpro inh = SARS-CoV 3CLpro protease inhibition. hit rate 0.14% among 290,000. inhibition, % at 6 µM. recombinant SARS-CoV 3CLpro, quenched FRET peptide cleavage. P0C6X7; in the data active = inhibition above about 12%
Vc quorum ag = induces V. cholerae light production without autoinducers. V. cholerae BH1578 lux reporter, luminescence, 6 h. activation, % at 18.7 µM. hit rate 0.16% among 350,000. AID 588436; in the data active = activation mostly above about 9.7%, no sharp cut-off; inconclusive = no clear call, values can overlap the other calls; inactive = mostly below about 3.7%; note: not every result past the cut was called active; inactives centre near 0; reference of the scale not given here
BoNT A protease = inhibitors of Botulinum neurotoxin A light chain protease; multiplex microsphere protease substrate cleavage, flow cytometry; inhibition, % at 10 µM; hit rate 0.17% among 360,000; AID 588499; note: plate controls were buffer without enzyme for full effect and enzyme alone for no effect
TcdB GH inh = blocks C. difficile toxin B glycohydrolase activity | P18177 | TcdB glycohydrolase enzymatic assay, plate reader | inhibition, % at 9.99 µM | hit rate 0.24% among 350,000 | AID 652162; in the data active = inhibition above about 10%
Yp Topo-I inh = inhibitors of Yersinia pestis topoisomerase I. Y. pestis Topo-I cleavage product accumulation, plate reader. AID 504884. hit rate 0.064% among 360,000. activity, % at 10 µM; in the data active = activity above about 50%, passing the limit was not always enough; inconclusive = no clear call, values can overlap the other calls; note: inactives centre near 2
PrPC surface inh = reduces human prion protein on the cell surface; hit rate 0.43% among 370,000; P04156; cell surface PrPC, TR-FRET read-out; inhibition, % at 13.8 µM; in the data active = inhibition above about 24%; note: 0% = median of the test wells and 100% = reference compound wells
Anthrax LF prot = blocks Bacillus anthracis lethal factor protease; P15917; multiplex microsphere protease cleavage assay, LF; inhibition, % at 10 µM; hit rate 0.12% among 360,000; note: plate controls were buffer without enzyme for full effect and enzyme alone for no effect
Target sequence (P15917 whole entry, looked up): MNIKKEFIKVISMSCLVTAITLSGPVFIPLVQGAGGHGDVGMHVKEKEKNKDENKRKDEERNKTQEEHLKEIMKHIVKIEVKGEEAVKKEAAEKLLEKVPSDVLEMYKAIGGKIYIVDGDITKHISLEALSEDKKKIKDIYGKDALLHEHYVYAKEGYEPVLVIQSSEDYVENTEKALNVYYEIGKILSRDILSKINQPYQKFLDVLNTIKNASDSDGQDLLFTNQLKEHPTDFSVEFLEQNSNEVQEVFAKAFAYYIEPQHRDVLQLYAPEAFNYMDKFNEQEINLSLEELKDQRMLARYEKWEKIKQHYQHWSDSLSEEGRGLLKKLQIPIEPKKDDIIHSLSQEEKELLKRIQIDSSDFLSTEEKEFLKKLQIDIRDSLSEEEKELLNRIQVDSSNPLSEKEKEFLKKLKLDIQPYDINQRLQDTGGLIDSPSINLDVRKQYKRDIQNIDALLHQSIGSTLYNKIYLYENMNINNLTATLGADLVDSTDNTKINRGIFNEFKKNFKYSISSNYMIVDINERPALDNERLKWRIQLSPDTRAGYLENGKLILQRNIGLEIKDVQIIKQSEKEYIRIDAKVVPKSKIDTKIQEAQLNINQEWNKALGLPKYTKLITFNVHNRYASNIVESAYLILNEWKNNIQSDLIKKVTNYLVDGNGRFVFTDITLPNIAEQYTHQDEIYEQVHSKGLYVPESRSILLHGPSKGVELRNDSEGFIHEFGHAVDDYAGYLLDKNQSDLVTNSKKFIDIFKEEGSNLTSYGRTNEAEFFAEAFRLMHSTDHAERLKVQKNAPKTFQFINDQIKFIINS
PfHsp40 yeast = rescue of PfHsp40-mediated yeast toxicity; hit rate 0.68% among 340,000; AID 504582; S. cerevisiae expressing PfHsp40, growth rescue, ATP luminescence; growth rescue, % at 12.5 µM; in the data active = growth rescue above about 28%, passing the limit was not always enough; inconclusive = no clear call, values can overlap the other calls;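 note: yeast W303a lacking pdr1 and pdr3 grown in galactose medium; growth measured after three days at 30 °C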
Numbers without * were called inactive; & = joins results of further samples. Cut-off read from the data, not from the text of the source, unless noted: active = inhibition above about 30%; inconclusive = no clear call, values can overlap the other calls; inactive = below that. Some of the compounds tested; the hit share may differ from the screen's.

For Cn1c(N)c(C(=O)COC(=O)c2ccc(OC(F)F)cc2)c(=O)n(C)c1=O the results were SSB-PriA inh 2, Vc quorum ag inactive, BoNT A protease 0.0, TcdB GH inh 0.3, Yp Topo-I inh 1, PrPC surface inh 2, Anthrax LF prot 1 and PfHsp40 yeast -0.6.
O=C(/C=C\c1ccco1)Nc1nc(-c2ccc3ccccc3c2)cs1 was read as SSB-PriA inh -3, SARS 3CLpro inh 2, Vc quorum ag -0.3, BoNT A protease -1.2, TcdB GH inh 0.5, Yp Topo-I inh -8, PrPC surface inh 2, Anthrax LF prot -2 and PfHsp40 yeast -1.8.
`C[C@H]1CN([C@@H](C)CO)C(=O)c2cccc(NC(=O)C3CC3)c2O[C@H]1CN(C)Cc1ccc(C(F)(F)F)cc1` gave SSB-PriA inh -12, Vc quorum ag -0.1, BoNT A protease -0.1, TcdB GH inh 0.6, Yp Topo-I inh 16, PrPC surface inh -2, Anthrax LF prot 6 and PfHsp40 yeast -0.5.
For COc1nc(N/N=C/c2ccc(C)cc2)nc(N2CCCCC2)n1 the results were SARS 3CLpro inh -3, Vc quorum ag -0.3, BoNT A protease 0.1, TcdB GH inh -7.6, Yp Topo-I inh -4, PrPC surface inh 5, Anthrax LF prot 0 and PfHsp40 yeast inconclusive.
For O=C(CSc1nnnn1-c1ccccc1)N1CCN(C(=O)c2ccco2)CC1 the results were SSB-PriA inh -15, SARS 3CLpro inh 2, Vc quorum ag -0.7, BoNT A protease 0.6, Yp Topo-I inh -3, PrPC surface inh 2, Anthrax LF prot -1 and PfHsp40 yeast -1.2.
Screening c1ccc2cc(CNCc3cccc4ccccc34)ccc2c1 returned SSB-PriA inh -29, SARS 3CLpro inh -1, Vc quorum ag -0.3, BoNT A protease 0.1, TcdB GH inh 0.7, Yp Topo-I inh 12, PrPC surface inh 8, Anthrax LF prot -2 and PfHsp40 yeast -1.0.
Screening COc1ccc(N2CCN(C(=O)CCc3c[nH]c4ccccc34)CC2)cc1 returned SSB-PriA inh 6, SARS 3CLpro inh 1, Vc quorum ag -0.5, BoNT A protease -2.2, TcdB GH inh 1.5, Yp Topo-I inh 6, PrPC surface inh 4, Anthrax LF prot 1 and PfHsp40 yeast 1.8.
For COc1ccc(-c2cc(=NCCC(=O)O)c3cc(C)ccc3o2)cc1 the results were SSB-PriA inh 10, SARS 3CLpro inh 1, Vc quorum ag -0.4, BoNT A protease -0.4, TcdB GH inh 0.8, Yp Topo-I inh -1, PrPC surface inh -29, Anthrax LF prot 2 and PfHsp40 yeast 1.0.
O=C(O)COc1ccc(-c2nccc(-c3ccccn3)n2)cc1 was read as SSB-PriA inh -11, SARS 3CLpro inh 7, Vc quorum ag -0.3, BoNT A protease 0.8, TcdB GH inh 0.9, Yp Topo-I inh 7, PrPC surface inh -2, Anthrax LF prot -8 and PfHsp40 yeast -1.0.
Screening CCCCOc1c(Br)cc(CNCCCN2CCOCC2)cc1OC returned SSB-PriA inh 0, SARS 3CLpro inh -4, Vc quorum ag inactive, BoNT A protease -0.5, TcdB GH inh 0.2, Yp Topo-I inh -3, PrPC surface inh -4, Anthrax LF prot 5 and PfHsp40 yeast -2.2.
COc1cccc(/C=N/NC(=O)C(=O)Nc2ccccc2OC(F)(F)C(F)F)c1 was read as SARS 3CLpro inh 4, Vc quorum ag -0.2, BoNT A protease -0.1, Yp Topo-I inh 2, PrPC surface inh 2, Anthrax LF prot -1 and PfHsp40 yeast -0.3.
For Cn1cc(S(=O)(=O)N2CCOCC2)cc1C(=O)Nc1cccc(Cl)c1 the results were SSB-PriA inh -3, SARS 3CLpro inh -2, Vc quorum ag -0.3, BoNT A protease -0.5, TcdB GH inh 1.1, Yp Topo-I inh 3, PrPC surface inh 2, Anthrax LF prot -4 and PfHsp40 yeast 0.4.
Screening O=C(CSc1nc2ccc(Cl)cc2[nH]1)NC1CCCc2ccccc21 (stereo unspecified) returned SSB-PriA inh -5, SARS 3CLpro inh 6, Vc quorum ag -0.5, BoNT A protease 0.5, TcdB GH inh 3.6, Yp Topo-I inh 2, PrPC surface inh 6, Anthrax LF prot -2 and PfHsp40 yeast -2.0.
C=CCOC(=O)Cn1cnc2c(sc3nc(C)cc(C)c32)c1=O was read as SSB-PriA inh -11, SARS 3CLpro inh 0, Vc quorum ag -0.4, BoNT A protease 1.5, TcdB GH inh -0.7, Yp Topo-I inh 3, PrPC surface inh -1, Anthrax LF prot -3 and PfHsp40 yeast 0.2.
Screening O=C(O)c1ccc(S(=O)(=O)N2CCSCC2)cc1 returned SSB-PriA inh -8, SARS 3CLpro inh 2, Vc quorum ag inactive, BoNT A protease -1.9, TcdB GH inh 1.7, Yp Topo-I inh 6, PrPC surface inh 2, Anthrax LF prot -6 and PfHsp40 yeast -0.8.
Screening CCOc1ccc2c(c1)c1nnc(SCC(=O)N3CCCCC3C)nc1n2C (stereo unspecified) returned SSB-PriA inh -22, SARS 3CLpro inh 1, Vc quorum ag inactive, BoNT A protease 0.1, Yp Topo-I inh 3, PrPC surface inh -6, Anthrax LF prot -2 and PfHsp40 yeast 1.5.
For Cc1cccc(C)c1NC(=O)CN(C)CCc1ccccc1 the results were BoNT A protease 0.3, TcdB GH inh 0.7, PrPC surface inh 4 and Anthrax LF prot -4.
Screening CCOC(=O)C1=C(c2ccccc2)OC(N)=C(C#N)C1c1ccco1 (stereo unspecified) returned SSB-PriA inh 5&-2, SARS 3CLpro inh -3, Vc quorum ag -4.2, BoNT A protease -0.2, Yp Topo-I inh 2, PrPC surface inh -6, Anthrax LF prot -1 and PfHsp40 yeast 0.0.
Screening CCN(CC)CCNC(=O)c1cc2cc3ccc(OC)cc3nc2o1 returned SSB-PriA inh -1, SARS 3CLpro inh -6, Vc quorum ag -0.3, BoNT A protease 0.7, TcdB GH inh 1.7, Yp Topo-I inh -1, PrPC surface inh -24, Anthrax LF prot -12 and PfHsp40 yeast -1.3.
Screening CC1CC(C)(C)NC(=S)N1CCCC(=O)Nc1ccc2c(c1)OCCO2 (stereo unspecified) returned SSB-PriA inh 7, SARS 3CLpro inh -1, Vc quorum ag -3.3, BoNT A protease 0.3, TcdB GH inh -0.7, Yp Topo-I inh -7, PrPC surface inh 13, Anthrax LF prot -5 and PfHsp40 yeast 0.6.

As a working copy, five of the compounds above.
Screening CCOc1ccc2c(c1)c1nnc(SCC(=O)N3CCCCC3C)nc1n2C (stereo unspecified) returned SSB-PriA inh -22, SARS 3CLpro inh 1, Vc quorum ag inactive, BoNT A protease 0.1, Yp Topo-I inh 3, PrPC surface inh -6, Anthrax LF prot -2 and PfHsp40 yeast 1.5.
For Cc1cccc(C)c1NC(=O)CN(C)CCc1ccccc1 the results were BoNT A protease 0.3, TcdB GH inh 0.7, PrPC surface inh 4 and Anthrax LF prot -4.
Screening CCOC(=O)C1=C(c2ccccc2)OC(N)=C(C#N)C1c1ccco1 (stereo unspecified) returned SSB-PriA inh 5&-2, SARS 3CLpro inh -3, Vc quorum ag -4.2, BoNT A protease -0.2, Yp Topo-I inh 2, PrPC surface inh -6, Anthrax LF prot -1 and PfHsp40 yeast 0.0.
Screening CCN(CC)CCNC(=O)c1cc2cc3ccc(OC)cc3nc2o1 returned SSB-PriA inh -1, SARS 3CLpro inh -6, Vc quorum ag -0.3, BoNT A protease 0.7, TcdB GH inh 1.7, Yp Topo-I inh -1, PrPC surface inh -24, Anthrax LF prot -12 and PfHsp40 yeast -1.3.
Screening CC1CC(C)(C)NC(=S)N1CCCC(=O)Nc1ccc2c(c1)OCCO2 (stereo unspecified) returned SSB-PriA inh 7, SARS 3CLpro inh -1, Vc quorum ag -3.3, BoNT A protease 0.3, TcdB GH inh -0.7, Yp Topo-I inh -7, PrPC surface inh 13, Anthrax LF prot -5 and PfHsp40 yeast 0.6.

Additional records follow.
Screening O=C(COC(=O)c1cccc(Cl)c1)Nc1cccc(S(=O)(=O)NC2=NCCC2)c1 returned SSB-PriA inh 6, Vc quorum ag -2.1, BoNT A protease 0.4, TcdB GH inh 0.3, Yp Topo-I inh 6, PrPC surface inh 3, Anthrax LF prot -12 and PfHsp40 yeast -1.5.
C/C(=N/OCC(=O)Nc1ccccc1)c1cccs1 was read as SARS 3CLpro inh 1, Vc quorum ag 2.6, BoNT A protease -0.3, Yp Topo-I inh 9, PrPC surface inh 2, Anthrax LF prot -1 and PfHsp40 yeast 1.8.
Screening C[C@@H]1CN(C2CCN(Cc3nc(C(c4ccccc4)c4ccccc4)no3)CC2)C[C@H](C)O1 returned SSB-PriA inh -12, SARS 3CLpro inh -2, Vc quorum ag -0.7, BoNT A protease 0.0, TcdB GH inh 0.4, Yp Topo-I inh 7, PrPC surface inh 1, Anthrax LF prot -5 and PfHsp40 yeast 0.3.
For O=C1N=C(N2CCN(Cc3ccccc3)CC2)S/C1=C/c1cccs1 the results were SSB-PriA inh -5, SARS 3CLpro inh 4, Vc quorum ag inactive, BoNT A protease 0.4, TcdB GH inh 0.6, Yp Topo-I inh 8, PrPC surface inh 0, Anthrax LF prot -2 and PfHsp40 yeast inconclusive.
`CCn1c(=O)c2c(nc3n2CC(C)CN3CCc2ccccc2)n(C)c1=O` (stereo unspecified) gave SSB-PriA inh 1, SARS 3CLpro inh -2, Vc quorum ag -0.3, BoNT A protease -0.2, Yp Topo-I inh 15, PrPC surface inh -6, Anthrax LF prot 0 and PfHsp40 yeast -0.1.
For COc1ccc(CN2C(=O)N(c3ccccc3)C(=O)C2CC(=O)Nc2ccccc2)cc1OC (stereo unspecified) the results were SSB-PriA inh -3, SARS 3CLpro inh 7, Vc quorum ag -0.1, BoNT A protease 0.3, TcdB GH inh 1.3, Yp Topo-I inh -11, PrPC surface inh -8, Anthrax LF prot 1 and PfHsp40 yeast -1.5.
`C=CCn1c(SC(C)C(=O)Nc2ccc(F)c(F)c2F)nnc1C1CC1` (stereo unspecified) gave SSB-PriA inh -24, Vc quorum ag inactive, BoNT A protease 5.9, TcdB GH inh -0.2, Yp Topo-I inh 0, PrPC surface inh -10, Anthrax LF prot -3 and PfHsp40 yeast -1.4.
Screening Cc1ccccc1NC(=O)Cc1nc(COC(=O)c2ccc(Cl)nc2)cs1 returned SSB-PriA inh -22, Vc quorum ag inactive, BoNT A protease 0.9, TcdB GH inh 1.2, Yp Topo-I inh 1, PrPC surface inh -2, Anthrax LF prot inconclusive and PfHsp40 yeast -1.7.
`O=C(CNc1cccc(S(=O)(=O)N2CCCC2)c1)Nc1ccc(C(F)(F)F)cc1` gave SSB-PriA inh -7, Vc quorum ag -0.3, BoNT A protease -0.7, TcdB GH inh 0.5, Yp Topo-I inh 9, PrPC surface inh 15, Anthrax LF prot 1 and PfHsp40 yeast 1.4.
Screening O=C(c1ccc(S(=O)(=O)N2CCCC2)cc1)N1CCN(Cc2ccc3c(c2)OCO3)CC1 returned SSB-PriA inh 7, SARS 3CLpro inh 1, Vc quorum ag inactive, BoNT A protease 0.1, Yp Topo-I inh 0, PrPC surface inh -4, Anthrax LF prot 1 and PfHsp40 yeast -0.1.
`CC(C)CN(C(=O)COC(=O)c1cc(=O)[nH]c2ccccc12)c1c(N)n(Cc2ccccc2)c(=O)[nH]c1=O` gave SSB-PriA inh 0, Vc quorum ag 0.0, BoNT A protease -0.4, TcdB GH inh 1.0, Yp Topo-I inh 21, PrPC surface inh -5, Anthrax LF prot 10 and PfHsp40 yeast -0.6.
For COc1ccccc1C1=NN(C(=O)c2ccccc2)C(c2ccc(Br)cc2)C1 (stereo unspecified) the results were SSB-PriA inh 1, SARS 3CLpro inh 3, Vc quorum ag inactive, BoNT A protease -3.8, TcdB GH inh 0.9, Yp Topo-I inh 0, PrPC surface inh 1, Anthrax LF prot -13 and PfHsp40 yeast -1.9.
CCOc1ccc(-c2nc(C#N)c(NC3CC3)o2)cc1 was read as SSB-PriA inh -3, SARS 3CLpro inh -1, Vc quorum ag -1.0, BoNT A protease 0.9, Yp Topo-I inh -5, Anthrax LF prot 1 and PfHsp40 yeast 0.0.
